MMP13 fTHP cleavage = MMP13 inhibitors among fluorescent compounds, confirmation, biochemical, possible fluorescent artifacts, delta fluorescence (AID 734). Collagenase 3 (Homo sapiens). MMP13 fTHP FRET cleavage, delta fluorescence 4 h; stronger effect = higher value. inhibition, %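 (each compound tested at 4 µM nominal in triplicate)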. 5,100 tested, under 10 active;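 active means inhibition above the mean inhibition over all tested compounds plus 3 SD, cut at about 75% in these data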;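 further: 0% = DMSO only wells and 100% = 8 µM reference MMP13 inhibitor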
An asterisk follows results filed as active. This is a subset, so the mix of outcomes need not match the whole.

SMILES | MMP13 fTHP cleavage
CCN(CC(=O)NCc1cccs1)C(=O)c1cc(S(=O)(=O)N2CCOCC2)ccc1C | 2
Cc1cc(C)nc(Sc2c(F)c(F)c(C(F)(F)F)c(F)c2F)n1 | 4
O=C1NC(c2ccccc2Cl)Nc2ccccc21 (stereo not drawn) | -4
COC(=O)Cc1c(C)c2c(OCc3nn[nH]n3)cc(C)cc2oc1=O | 12
COc1ccccc1N1CC(O)=C(c2nc3ccccc3c(=O)[nH]2)C1=N | 4
CCOC(=O)c1[nH]c2ccc(OC)cc2c1NC(=O)C(C)N1CCSCC1 (stereo not drawn) | 0
O=C(Nc1nccs1)Oc1ccccc1 | 8
CCSc1nnc2c(n1)OC(c1ccc(C(=O)O)cc1)N(C(C)=O)c1ccccc1-2 (stereo not drawn) | 6
CCC(=O)N(Cc1cc2cc(OC)ccc2[nH]c1=O)c1cccc(C)c1 | 7
COc1cccc(C(=O)Nc2ncc3c(n2)CC(C)CC3=O)c1 (stereo not drawn) | 4
COC(=O)CSc1nc(N2CCOCC2)c2c(c1C#N)CC(C)(C)N(C)C2 | 7
Cc1ccc(-c2c(C#N)c(N)nc3c2CCCCCC3)o1 | 0
Cc1ccc(S(=O)(=O)N2CCN(C(=O)c3cc(=O)[nH]c4ccccc34)CC2)c(C)c1 | 3
O=S1(=O)C=C(Sc2nc3ccccc3s2)c2ccccc21 | 5
COC(=O)c1oc2ccc(OC)cc2c1N | -2
O=c1c(-c2ccc(Cl)cc2)coc2c(CN3CCOCC3)c(O)ccc12 | -10
CCn1c(-c2ccc(N)cc2)nc2ccccc21 | -15
O=C(CSc1ccc2nnc(-c3ccc(F)cc3)n2n1)NCC1CCCO1 (stereo not drawn) | 5
CCOC(=O)C1CCN(S(=O)(=O)c2ccc3c4c(cccc24)C(=O)N3)CC1 | 5
CC(C)CNc1oc(-c2ccc(F)cc2)nc1C#N | -6
CCOC(=O)CN=C1CC(C)(C)CC2=C1Sc1ncnc(N(C)C)c1N2 | 9
CN(C)C=Nc1ccc2nn(-c3ccccc3)nc2c1 | 10
O=C(NC1CCCCC1)N(CCN1CCOCC1)Cc1cc2cc3c(cc2[nH]c1=O)OCCO3 | 8
CN(C)c1oc(-c2ccc(OCc3ccccc3)cc2)nc1C#N | -8
CCOC(=O)CSc1nc2cc(OC)ccc2cc1C#N | 7
COC(=O)c1[nH]c2ccc(F)cc2c1NC(=O)CCN1CCN(C(=O)c2ccco2)CC1 | 11
Cc1ccc2cc(-c3noc(C4CCCO4)n3)c(=O)[nH]c2c1 (stereo not drawn) | -1
CCOC(=O)c1ccc2nc(C)c3c(c2c1)OC(C)C3 (stereo not drawn) | 20
CC1(C)Cc2c(C#N)c(NCCCO)nc(-c3ccccc3)c2CO1 | 8
O=c1nc(-c2ccccc2)cc(-c2ccccc2)[nH]1 | 3
CN1CCN(c2nc(C(N)=O)cc(-c3ccccc3)n2)CC1 | -1
CN1CCc2c(C#N)c(N3CCCCC3)nc(N3CCOCC3)c2C1 | 6
COc1cc(Cn2c(N)c(C#N)c3nc4ccccc4nc32)cc(OC)c1 | -16
Cc1cc(C)n(-c2nc3sc4c(c3c3nnc(SCC(N)=O)n23)CC(C)(C)OC4)n1 | 5
O=C(O)CCc1ccc(-c2ccc(Br)cc2)n1CC(=O)O | 6
c1ccc(-c2nc3nonc3c3nc4ccccc4n23)cc1 | 6
Cc1cccn2c(=O)c(C=Nc3ccc(Cl)cc3)c(NCCO)nc12 | -1
CCOc1ccccc1C1C(C(=O)OC)=CN(C)C=C1C(=O)OC | 0
CN(C)C(=O)c1c(-c2ccccc2)oc2ccc(O)cc12 | 5
COc1ccc(CNc2nc(-c3cccnc3)nn2C(=O)c2cccs2)cc1 | -1
CCN1CCN(Cc2c(O)ccc3c(=O)c(-c4ccccc4OC)coc23)CC1 | 18
O=C(NCC1CCCO1)c1cc2ccccc2[nH]1 (stereo not drawn) | 5
CCOc1ccc2[nH]c(=O)c(C(c3nnnn3C3CCCCC3)N3CCN(C)CC3)cc2c1 (stereo not drawn) | 2
CCc1c(C)c2ccc(O)c(CN(C)C)c2oc1=O | -48
CN1CCN(S(=O)(=O)c2ccc3c4c(cccc24)C(=O)N3)CC1 | -7

Reprinted at random: five entries already listed.
SMILES | MMP13 fTHP cleavage
COC(=O)c1oc2ccc(OC)cc2c1N | -2
COc1ccccc1N1CC(O)=C(c2nc3ccccc3c(=O)[nH]2)C1=N | 4
CCC(=O)N(Cc1cc2cc(OC)ccc2[nH]c1=O)c1cccc(C)c1 | 7
CN(C)C=Nc1ccc2nn(-c3ccccc3)nc2c1 | 10
O=C1NC(c2ccccc2Cl)Nc2ccccc21 (stereo not drawn) | -4

More entries
SMILES | MMP13 fTHP cleavage
O=c1[nH]cnc2nn(-c3ccccc3)nc12 | 0
Cc1nc(SCc2c(F)cccc2Cl)c2c(=O)n(C)c(=O)n(C)c2n1 | 4
Cc1cccc(NS(=O)(=O)c2ccccc2)n1 | 4
Cc1ccc(S(=O)(=O)c2n[nH]n3c2nc(=O)c2ccccc23)cc1 | 13
COc1ccccc1N1CCN(C(=O)c2cc3c(=O)n(C)c4ccccc4c3n2C)CC1 | 5
COc1ccc(S(=O)(=O)N(Cc2cc3ccc(OC)cc3[nH]c2=O)CC2COCCO2)cc1 (stereo not drawn) | 1
CCOC(=O)c1c(NC(=O)c2cccs2)sc(C)c1CC | 6
COc1cccc(/C=C/c2ccncc2)c1OC | 4
N#Cc1nc(-c2cccs2)oc1NCc1ccccc1Cl | -2
CCOc1ccc2[nH]c(=O)c(CN(Cc3cccs3)Cc3nnnn3C(C)(C)CC)cc2c1 | 4
CCN(Cc1cc2ccc(C)cc2[nH]c1=O)C(=O)c1cccnc1 | 5
N=c1c(C(=O)NCc2ccc(F)cc2)cc2c(=O)n3ccccc3nc2n1CC1CCCO1 (stereo not drawn) | -30
CCCc1cc(=O)oc2cc(OCC(=O)OC)cc(OCC(=O)OC)c12 | -25
CCOCCCn1c(=N)c(C(=O)NCc2ccc3c(c2)OCO3)cc2c(=O)n3ccccc3nc21 | 2
CCN1CCCC1CNC(=O)c1cc2c(-c3ccc(Cl)cc3)nn(C)c2s1 (stereo not drawn) | -5

Arranged by length of the SMILES (ascending): 6 of the compounds above
SMILES | MMP13 fTHP cleavage
O=c1[nH]cnc2nn(-c3ccccc3)nc12 | 0
N#Cc1nc(-c2cccs2)oc1NCc1ccccc1Cl | -2
CCN1CCCC1CNC(=O)c1cc2c(-c3ccc(Cl)cc3)nn(C)c2s1 (stereo not drawn) | -5
COc1ccccc1N1CCN(C(=O)c2cc3c(=O)n(C)c4ccccc4c3n2C)CC1 | 5
COc1ccc(S(=O)(=O)N(Cc2cc3ccc(OC)cc3[nH]c2=O)CC2COCCO2)cc1 (stereo not drawn) | 1
CCOCCCn1c(=N)c(C(=O)NCc2ccc3c(c2)OCO3)cc2c(=O)n3ccccc3nc21 | 2

(listing goes on)
SMILES | MMP13 fTHP cleavage
Cc1cc(-n2c(C)cc(C(=O)COc3ccc4ccc(=O)oc4c3)c2C)no1 | 3
Cc1c(OCC(=O)OC(C)C)ccc2c3c(c(=O)oc12)CCC3 | 0
CCN(CC)c1ccc2cc(NC(=O)CCC(=O)O)c(=O)oc2c1 | 7
CC(C)OCCCNc1ncnc2c1[nH]c1ccccc12 | 0
O=C1Nc2ccc(S(=O)(=O)N3CCCCCC3)c3cccc1c23 | 3
CN1CCCN(Cc2ccccc2C(F)(F)F)CC1 | 3
CC(=O)N=c1sc(S(N)(=O)=O)nn1C | 0
Cc1ccc2oc(-c3cccc(NC(=O)C4CCCO4)c3)nc2c1 (stereo not drawn) | 5
Clc1nnc2ccc(-c3ccccc3)nn12 | -4
Cc1cc(C)c(C#N)c(SCC(=O)CC(=O)OC(C)C)n1 | -28
COC(=O)c1ccccc1NC1OC(=O)c2ccccc21 (stereo not drawn) | 14
O=C1c2cccnc2C(=O)N1c1cccc(-c2nc3ccccc3o2)c1 | 4
NC(=O)c1ccccc1NS(=O)(=O)Cc1ccc(Cl)cc1 | 14
CCc1c(C)c2cc(Cl)c(O)c(CN3CCCCC3)c2oc1=O | -11
CC(C)Cn1c(N)c(C(=O)NCCN2CCOCC2)c2nc3ccccc3nc21 | -29
Cn1c(C(=O)NCCN2CCN(c3ccccc3F)CC2)cc2c(=O)n(C)c3ccccc3c21 | 4
O=c1c2cc3ccccc3n2cnn1Cc1ccccc1F | 0
CCOC(=O)c1ccc(N2CC(O)=C(c3nc4ccccc4c(=O)[nH]3)C2=N)cc1 | 0
O=C(Nc1ccc2ccccc2c1)N1CCN(c2ncccc2C(F)(F)F)CC1 | 5
CCN(CC)CCCNC(=O)c1cc(-c2ccc(Cl)c(Cl)c2)on1 | 2
CCOC(=O)N1CCN(C(=O)c2cn(CC)c3cc(N4CCN(C)CC4)c(F)cc3c2=O)CC1 | -14
CCCCc1nc(N2CCOCC2)c(C#N)c2c1COC(C)(C)C2 | 0
O=C(O)Cn1cnc2scc(-c3cccs3)c2c1=O | 0
COc1ccc(-c2oc3ncn4nc(COc5ccccc5)nc4c3c2-c2ccc(OC)cc2)cc1 | -3
Cc1cc(C)c(C#N)c(=N)o1 | 5
N#Cc1ccccc1NCc1ccccc1 | 5
COc1ccc(-n2c(C)cc(C(=O)CSc3nnc(-c4cccs4)o3)c2C)cc1 | 3
COc1ccc2oc(=N)c(C(=O)Nc3ccccc3)cc2c1 | 6
Cc1c(OCc2nn[nH]n2)ccc2c3c(c(=O)oc12)CCC(C)C3 (stereo not drawn) | 1
CN1CCc2nc(SCC(=O)Nc3ccc(F)cc3)c(C#N)cc2C1 | 6
CCOC(=O)Cn1c2ccccc2c2nc3ccccc3nc21 | 5
CCOc1cc2[nH]c(=O)n(CCCN3CCCC3=O)c(=O)c2cc1OCC | 1
Cc1ccc2[nH]c3c(NCCCN4CCCC4=O)ncnc3c2c1 | 5
O=C(Cc1ccccc1)Nc1ccc(-c2nnc(-c3ccco3)o2)cc1 | 2
Cn1nc(-c2ccc(Cl)cc2)c2cc(C(=O)NCc3ccco3)sc21 | 3
O=C(CCS(=O)(=O)c1cccs1)Nc1ccc(C(=O)NCc2cccs2)cc1 | -1
Cc1cc2c(c(=O)n1CC1CCCO1)C(c1ccco1)C(C#N)=C(N)O2 (stereo not drawn) | 5
CC(=O)Oc1ccc(NC(=O)C2CCCCC2)c(C(=O)O)c1 | 6
CN(C(=O)C1CCOC1)c1nnc(-c2ccncc2)s1 (stereo not drawn) | -3
O=C(Nc1nnc(C2CC2)s1)c1cccc(S(=O)(=O)N2CCc3ccccc32)c1 | 2
COCCn1c(N)c(C(=O)Nc2sc3c(c2C(=O)OC)CCCC3)c2nc3ccccc3nc21 | 1
O=C(O)CSc1c2c(nc3cc(C(=O)N4CCOCC4)ccc13)CCCC2 | 4
CC(=O)Nc1nc2n(n1)C(c1ccc(Cl)cc1)C=C(C)N2 (stereo not drawn) | 6
O=C1CCC(=O)N1c1ccc(CSc2nc3ccccc3[nH]2)cc1 | 2
c1ccc(-c2nc3nc4ccccc4nc3n2Cc2ccco2)cc1 | 7
CCOc1ccc2[nH]c(=O)c(CN(CCO)C(=O)c3ccccc3F)cc2c1 | 2
CC(C)Cc1nc2oc3c(NCC4CCCO4)ncnc3c2c2c1CCC2 (stereo not drawn) | 7
COc1cc(CCC(=O)N2CCN(c3ccc(N4CCOCC4)nn3)CC2)cc(OC)c1OC | 7
CCCOc1ccc(-c2nnc(-c3ccncc3)o2)cc1 | -3
O=c1c(N2CCOCC2)nsn1Cc1ccccc1 | 3
CN1CCN(CCCNC(=O)c2cn(C3CCCCC3)c(=O)c3c2c2ccccc2n3C)CC1 | -1
COc1c(N)c2ccccc2[nH]c1=O | 10
CCc1nnc(SCc2cn3c(C)cc(C)nc3n2)n1N | 2
COc1ccc(-c2nnc(SCC(=O)N3CCOCC3)o2)cc1OC | 4
Cc1cc(C)c2cc(CN(CC3CCCO3)S(=O)(=O)c3ccc4c(c3)OCCO4)c(=O)[nH]c2c1 (stereo not drawn) | -1
COc1ccc2[nH]c3c(c2c1)CCn1c-3nc2ccccc2c1=O | -5
CCCN1CCN(CCCNC(=O)c2cc3c(=O)n(C)c4ccccc4c3n2C)CC1 | 1
CCOC(=O)N1CCC(c2cc(=O)n3[nH]c(-c4ccccc4)cc3n2)CC1 | 11
COc1ccc(Oc2c(C)oc3c(CN(C)C)c(O)ccc3c2=O)cc1 | 7
CCOC(=O)c1cc(-c2ccc3c(c2)OCCO3)nc2c1c(C)nn2CCC#N | 3
Continuation:
SMILES | MMP13 fTHP cleavage
c1ccc2nc(N3CCCC3)c(N3CCCC3)nc2c1 | 5
C=CCn1c(CCC(=O)O)ccc1-c1ccc(OC)cc1 | 6
COc1ccc2[nH]c(=O)c(CN(C(=O)NC3CCCCC3)C3CCCCC3)cc2c1 | 1
CC(=O)Nc1nc2ccc(-c3nc4ccccc4o3)cc2s1 | 2
Cn1c(C(=O)NCc2ccco2)cc2c(=O)[nH]c3ccccc3c21 | 1
CCOC(=O)C1CCN(C(=O)c2cc3c(-c4ccc(OC)c(OC)c4)nn(C)c3s2)CC1 | 0
Cc1cc(=O)[nH]c2c(C)c(N)ccc12 | 10
CCOC(=O)Nc1cc2c(C)cc(=O)oc2cc1C | 0
COc1ccc2c(c1)C(C)=CC(C)(C)N2C(=O)C(C)N1C(=O)c2ccccc2C1=O (stereo not drawn) | 3
O=C(Nc1ccc(Oc2ncccn2)cc1)c1ccco1 | 0
CSc1ccc(C2NC(=O)c3c(sc4c3CCN(C)C4)N2)cc1 (stereo not drawn) | 2
COc1ccc(-c2nc(C#N)c(NC(C)C)o2)cc1 | -5
COc1ccc(-c2nc3c(n2O)CCCC3=O)cc1OC | 7
Cc1ccc(-c2nc(C#N)c(NCCc3ccccn3)o2)cc1 | 7
Cn1c(N2CCOCC2)nc(-c2ccccc2)c1-c1ccccc1 | -22
CCOc1ccc2[nH]c(=O)c(CN(Cc3ccc(C)cc3)C(=O)N3CCCC3)cc2c1 | 2
COc1ccc(-c2nc(-c3cccs3)c(-c3cccs3)[nH]2)cc1O | -4
Cc1cc(C(F)(F)F)nn1-c1nc(-c2ccco2)cc(C(F)(F)F)n1 | 4
Cc1ccc2c(c1)c1c(n2CC(O)CN2C(=O)CNC2=O)C(=O)CCC1 (stereo not drawn) | 5
COc1ccc(-n2ncc3c(NCCCN4CCOCC4)ncnc32)cc1 | 10
Cc1cc(NCCCN2CCOCC2)n2ncc(-c3ccccc3)c2n1 | 13

From PubChem
